Bioassay records: PubChem, The Scripps Research Institute Molecular Screening Center
FBW7 act: FBW7 E3 ligase activators, primary screen, biochemical, AlphaScreen, human. normalized activity (activation), % at 26.1 µM. 0.13% of 650,000 active. AlphaScreen FBW7–phospho-cyclin E peptide binding, activator screen. F-box/WD repeat-containing protein 7 (Homo sapiens), Q969H0; in the data active = normalized activity above about 1.9%;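 also: purified mutant Fbw7 with reduced substrate affinity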
MITF inh: MITF inhibitors, primary screen, biochemical, AlphaScreen, human. inhibition, % at 2.6 µM. AlphaScreen MITF homodimerization, bead proximity signal. Microphthalmia-associated transcription factor (Homo sapiens), O75030. 0.91% of 650,000 active; in the data active = inhibition above about 50%;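 also: 0% = vehicle wells with protein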
Target sequence (O75030 whole entry, looked up): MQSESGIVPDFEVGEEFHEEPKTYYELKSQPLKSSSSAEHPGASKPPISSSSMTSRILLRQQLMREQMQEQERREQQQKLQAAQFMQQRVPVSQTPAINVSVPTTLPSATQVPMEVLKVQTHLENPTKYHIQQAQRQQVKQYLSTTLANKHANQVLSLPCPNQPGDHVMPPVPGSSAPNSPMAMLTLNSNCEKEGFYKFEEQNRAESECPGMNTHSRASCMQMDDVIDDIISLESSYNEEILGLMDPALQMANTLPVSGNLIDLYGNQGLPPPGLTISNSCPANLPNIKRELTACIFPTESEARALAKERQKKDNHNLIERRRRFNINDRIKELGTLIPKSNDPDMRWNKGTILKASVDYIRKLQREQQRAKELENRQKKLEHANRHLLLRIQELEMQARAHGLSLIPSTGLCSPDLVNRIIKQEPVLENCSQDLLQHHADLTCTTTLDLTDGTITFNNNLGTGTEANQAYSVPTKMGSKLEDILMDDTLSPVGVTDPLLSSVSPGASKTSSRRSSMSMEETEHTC
GPR151 ag: activators of human GPR151, primary screen, cell-based, PathHunter beta-arrestin, luminescence; 1% of 650,000 active; G-protein coupled receptor 151 (Homo sapiens), Q8TDV0; AID 1508602, 2020; activation, % at 11.2 µM; PathHunter beta-arrestin GPR151 cells; in the data active = activation above about 4.9%;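 also: 0% = median of compound wells and 100% = cells with positive control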
Target sequence (Q8TDV0 whole entry, looked up): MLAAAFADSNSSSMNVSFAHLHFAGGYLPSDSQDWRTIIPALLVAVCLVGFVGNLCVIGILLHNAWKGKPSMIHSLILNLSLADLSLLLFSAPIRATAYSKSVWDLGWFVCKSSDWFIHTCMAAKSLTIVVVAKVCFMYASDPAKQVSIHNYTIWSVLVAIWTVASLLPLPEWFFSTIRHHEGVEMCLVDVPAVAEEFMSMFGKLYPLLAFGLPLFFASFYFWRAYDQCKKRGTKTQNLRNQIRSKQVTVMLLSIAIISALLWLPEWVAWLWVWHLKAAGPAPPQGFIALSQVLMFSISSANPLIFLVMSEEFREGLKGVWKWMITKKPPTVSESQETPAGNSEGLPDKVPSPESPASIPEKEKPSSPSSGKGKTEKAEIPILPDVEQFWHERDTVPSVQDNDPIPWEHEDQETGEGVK
TEAD-YAP block: TEAD-YAP interaction inhibition, primary screen, TEAD-YAP interaction inhibitor project, luminescence, HEK-TIYL cells; TEAD-Gal4/YAP UAS-luciferase luminescence; inhibition, % at 9.12 µM; 1.4% of 640,000 active; AID 1259422, 2018; in the data active = inhibition above about 32%;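 also: 0% = median of test compound wells and 100% = reference inhibitor wells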
Numbers without * were called inactive. Hits appear at their usual frequency; 3.4% or so of the library scored in one or more.

SMILES	FBW7 act	MITF inh	GPR151 ag	TEAD-YAP block
O=C(CCCCCn1c(=S)[nH]c2cc3c(cc2c1=O)OCO3)N1CCN(c2ncccn2)CC1	0.1	9	0.7	-5
COc1ccc(-c2ncc(C)c(N)n2)cc1	0.4	7	0.5	-43
COC(=O)c1c(N)sc2c1CCN(C(C)C)C2	0.2	20	0.0	6
CC(C)CN1CCN(Cc2cccn2-c2ccccn2)CC1CCO (stereo not given)	0.0	4	3.3	5
COc1cc(CNc2ccc(N3CCOCC3)c(C(=O)O)c2)cc(Cl)c1OC	0.0	-2	1.3	1
CN(C)CCCN1C(=O)C(O)=C(C(=O)c2ccco2)C1c1cccc(Br)c1 (stereo not given)	-0.2	-7	4.0	-6
CCc1ccccc1NC(=O)CN(C)C(=O)CN1CCSc2ccccc21	-0.1	12	1.9	5
CCSc1nc(-c2ccc(Br)cc2)ccc1C#N	0.0	1	1.4	2
COC(=O)C1=C(C)N=C2SCC(=O)N2C1c1ccc(OC)c(OC)c1 (stereo not given)	-0.1	11	1.6	5
Clc1ccccc1OCCOc1ncnc2sccc12	-0.1	-3	-2.0	-77
O=C(Cn1cnc2scc(-c3ccc4ccccc4c3)c2c1=O)NCc1ccccc1	0.6	6	-0.6	37*
O=C(CCNS(=O)(=O)c1ccc2[nH]c(=O)ccc2c1)Nc1cccc2c1CCCC2	0.5	12	0.1	7
COc1cc(/C=N/n2cnnc2)cc(Cl)c1OCc1ccccc1F	0.0	1	0.3	-2
N#Cc1c(-c2ccccc2)nc(SCC(=O)Nc2nc(-c3ccccc3)cs2)[nH]c1=O	0.0	12	0.3	-2
CNC(=O)CSc1nnc(Cc2cccs2)n1C1CCCCC1	0.0	-6	-0.1	-5
Cc1cc(S(=O)(=O)NCc2ccncc2)c(C)cc1Br	0.6	13	0.4	32
COc1ccccc1CCc1nnc(CCC(=O)NCCSC)o1	-0.1	-11	-0.9	7
C[C@H](O)[C@H]1NC(=O)[C@@H]2C[C@H](NC(=O)Nc3cccc(Cl)c3)CN2C1=O	-0.6	4	-0.4	17
CCOC(=O)c1cnn(-c2ccc(Cl)nn2)c1/N=C/N(C)C	0.1	-4	-0.4	1
Cc1ccc(-c2nnn(CC(=O)N(CC(=O)NC3CCCCC3)c3ccccc3)n2)o1	0.2	12	-1.5	-2
C=CCn1c(=O)n2ncnc2c2c3c(sc21)CCCC3	0.2	21	-1.9	6
CN1CCC(N(C)Cc2ccccc2Cl)CC1	-0.1	35	-0.9	-2
Cc1ccc(-c2cc3nc(-c4ccc(F)cc4)cc(C(F)(F)F)n3n2)cc1	0.0	18	-0.3	9
COc1cc(NC(=O)c2cccs2)ccc1NC(=O)c1ccco1	0.1	12	-0.3	-52
Cc1nc2c(C)cccn2c1C(=O)NC1CCC1	0.4	8	0.3	9

For convenience, 3 of the compounds above.
SMILES	FBW7 act	MITF inh	GPR151 ag	TEAD-YAP block
Cc1ccc(-c2cc3nc(-c4ccc(F)cc4)cc(C(F)(F)F)n3n2)cc1	0.0	18	-0.3	9
COc1cc(NC(=O)c2cccs2)ccc1NC(=O)c1ccco1	0.1	12	-0.3	-52
Cc1nc2c(C)cccn2c1C(=O)NC1CCC1	0.4	8	0.3	9

(list continues)
SMILES	FBW7 act	MITF inh	GPR151 ag	TEAD-YAP block
COc1cc(Nc2ccnc3cc(Cl)ccc23)c(C(=O)O)cc1OC	-0.2	1	0.3	-5
CN(Cc1ccccc1)c1[nH]c(=O)n(C)c(=O)c1Cc1ccc(F)cc1F	-0.1	5	0.0	-3
COc1ccc(Br)cc1/C=C1/C(=O)N(c2ccccc2)N=C1C	-0.1	8	1.9	2
CN(C)C(=O)NCc1ccc(S(N)(=O)=O)cc1	-0.1	2	-0.2	-2
Cc1cc(C)n(/N=C/c2ccccc2O)c(=O)c1C#N	0.1	2	2.2	3
COc1ccc2oc(C(=O)OCC(=O)/C(C#N)=C(\C)N)c(C)c2c1	0.6	-1	-0.1	12
N#Cc1cc2c([nH]c1=O)CCC/C2=N\Nc1ccc([N+](=O)[O-])cc1	-0.1	2	0.7	11
C/C(CC(=O)NCc1ccco1)=N\NC(=O)c1cnccn1	0.1	10	0.9	-48
N#C/C(=C\c1ccc(OC(=O)c2ccc(S(=O)(=O)N3C(=O)CCC3=O)cc2)cc1)c1nc2ccccc2s1	-0.3	1	-0.5	-2
Cn1cnc2c1c(=O)n(Cc1ccc(F)cc1Cl)c(=O)n2C	0.0	-3	-0.1	4
O=C1c2cccc3cccc(c23)C(=O)N1O	0.1	-1	2.9	-1
COc1ccc(-c2ccc3c(c2)COC2(CCN(C(=O)C4CC4)CC2)O3)c(OC)c1	0.1	15	0.7	17
COc1ccccc1C(=O)N1CCN=C1SCc1ccccc1	-0.1	19	-0.5	4
Cc1ccc(/C=C/C(=O)NCc2ccc3c(c2)OCO3)o1	0.0	-3	-0.5	-13
CC(C)NC(=O)CCc1nnc(Cc2cccc(C(F)(F)F)c2)o1	0.6	-1	-2.0	-70
CCOC(=O)C1(Cc2cccc(OC)c2)CCCN(C(=O)CCc2cccnc2)C1 (stereo not given)	-0.1	-5	1.1	-46
COc1ccc(CNC(=O)C(=O)Nc2ccc(F)cc2F)cc1	0.0	3	0.3	13
COc1cc(C(C)=O)ccc1OCC(=O)Nc1ccc(OCc2ccccc2)cc1	-0.1	11	0.1	10
CC(=O)c1cccc(NC(=O)NC2CCS(=O)(=O)C2)c1 (stereo not given)	0.9	12	-1.5	9
C=CCSc1nnc2c(n1)OC(c1ccccc1)N(C(C)=O)c1ccccc1-2 (stereo not given)	0.1	4	0.3	12
COc1cc(-c2cnc3ccc(NCCc4cccnc4)nn23)cc(OC)c1OC	-1.3	15	-1.0	25
c1ccc2[nH]c(Cc3nc4ccccc4[nH]3)nc2c1	-1.1	16	-1.0	-6
CCOc1ccc(NC(=O)c2ccc(-c3cccc(Cl)c3C)o2)cc1	0.5	20	-0.8	6
CN(C)c1ccc(C2NCCC3(O)CCCCC23)cc1 (stereo not given)	0.1	13	-0.8	4
CCSc1nc2c(c(=O)n1C)SC(C)C2 (stereo not given)	-0.1	12	0.5	2
New compounds follow:
SMILES	FBW7 act	MITF inh	GPR151 ag	TEAD-YAP block
N#C/C(=C\c1ccc(Cl)cc1)C(=O)OCC(=O)N1CCCCC1	-0.1	14	-1.2	-6
O=C(N/N=C\c1ccc(O)cc1O)c1ccc(=O)[nH]n1	-2.8	60*	1.0	3
CC(=O)Oc1ccc(C2C3CN(C)CC=C3C(C#N)=C(N)C2(C#N)C#N)cc1 (stereo not given)	-0.2	-6	0.0	-6
COc1cc(OC)cc(C(=O)NCc2nnc(SCC(=O)N3N=C(c4cccs4)CC3c3cccc(OC)c3OC)n2C)c1 (stereo not given)	0.3	5	0.2	13
N#Cc1ccc(NC(=O)NC2CCCCC2)cc1	0.7	10	-1.6	-30
CCC(c1nnnn1CCc1ccccc1)N1CCN(c2ccc([N+](=O)[O-])cc2)CC1 (stereo not given)	0.2	6	1.4	8
Cc1ccc(-c2nc3scc(CCNC(=O)C(=O)Nc4cccc(Cl)c4)n3n2)cc1	-0.3	10	2.7	0
C=CCN(c1ccc(C(=O)Nc2ccccc2C(F)(F)F)cc1)S(C)(=O)=O	0.3	-2	0.0	-10
O=C1C2C3C=CC(C4CC34)C2C(=O)N1c1cc(Cl)ccc1O (stereo not given)	-0.1	7	0.8	-1
COc1cc2c(cc1NC(=O)CN(C)S(=O)(=O)c1ccc(C)cc1)oc1ccccc12	0.1	22	0.8	-2
O=C(C1CCCCC1)N1CCC(Cn2nc(-c3cccs3)ccc2=O)CC1	0.7	9	-0.2	5
O=C(CSCCc1ccccn1)Nc1ccc(Cl)cc1	0.5	5	0.0	-3
COC(=O)c1cccc(NC(=O)CN2C(=O)c3ccccc3C2=O)c1	0.3	9	-0.2	9
Cc1ccc(CNC(=O)c2nnc(-c3ccccc3)o2)cc1	0.0	-16	-0.3	-10
O=c1c(Cl)c(Cl)cnn1Cc1cc(=O)n2ccsc2n1	-0.1	-9	0.2	-12
Cc1ccc(CNC(=O)CN(c2ccc(Oc3ccccc3)cc2)S(C)(=O)=O)cc1	-0.1	2	2.1	-13
O=C(O)c1cn(-c2ccccc2F)c2cc(Cl)c(F)cc2c1=O	-0.1	5	0.4	2
C=CCn1c(=O)c2ccccc2n2c(SCC(=O)Nc3ccc(F)c(Cl)c3)nnc12	0.4	15	-0.5	6
CC(=O)Nc1cccc(NC(=O)c2sc3nc(-c4ccc(F)cc4)cn3c2C)c1	0.1	8	1.3	-59
O=C(c1scc2c1CCCC2)N1CCCCC1	0.4	8	-1.0	4
CCOC(=O)C1CCCN(CCC(=O)Nc2ccccc2)C1 (stereo not given)	0.1	11	1.0	4
Cc1ccc(NCCCC(=O)N/N=C/c2ccc(C)o2)cc1	0.1	8	-1.1	-4
COc1ccc(OC)c2c(C)cc(N3CCN(C(C)=O)CC3)nc12	0.0	7	-1.1	-5
C/C(N)=C(/C#N)C(=O)COC(=O)c1ccc2c(c1)C(=O)N(c1cc(C)ccc1C)C2=O	0.1	-1	2.3	12
CC(OC(=O)c1ccco1)C(=O)NCc1ccccc1 (stereo not given)	0.0	22	0.0	1
COc1ccccc1N1C(=O)C(Cl)=C(Nc2cccc(O)c2)C1=O	-0.1	1	0.4	12

Of the compounds above, these contain a Cl atom.
SMILES	FBW7 act	MITF inh	GPR151 ag	TEAD-YAP block
COc1cc(CNc2ccc(N3CCOCC3)c(C(=O)O)c2)cc(Cl)c1OC	0.0	-2	1.3	1
Clc1ccccc1OCCOc1ncnc2sccc12	-0.1	-3	-2.0	-77
COc1cc(/C=N/n2cnnc2)cc(Cl)c1OCc1ccccc1F	0.0	1	0.3	-2
C[C@H](O)[C@H]1NC(=O)[C@@H]2C[C@H](NC(=O)Nc3cccc(Cl)c3)CN2C1=O	-0.6	4	-0.4	17
CCOC(=O)c1cnn(-c2ccc(Cl)nn2)c1/N=C/N(C)C	0.1	-4	-0.4	1
CN1CCC(N(C)Cc2ccccc2Cl)CC1	-0.1	35	-0.9	-2
COc1cc(Nc2ccnc3cc(Cl)ccc23)c(C(=O)O)cc1OC	-0.2	1	0.3	-5
Cn1cnc2c1c(=O)n(Cc1ccc(F)cc1Cl)c(=O)n2C	0.0	-3	-0.1	4
CCOc1ccc(NC(=O)c2ccc(-c3cccc(Cl)c3C)o2)cc1	0.5	20	-0.8	6
N#C/C(=C\c1ccc(Cl)cc1)C(=O)OCC(=O)N1CCCCC1	-0.1	14	-1.2	-6
Cc1ccc(-c2nc3scc(CCNC(=O)C(=O)Nc4cccc(Cl)c4)n3n2)cc1	-0.3	10	2.7	0
O=C1C2C3C=CC(C4CC34)C2C(=O)N1c1cc(Cl)ccc1O (stereo not given)	-0.1	7	0.8	-1
O=C(CSCCc1ccccn1)Nc1ccc(Cl)cc1	0.5	5	0.0	-3
O=c1c(Cl)c(Cl)cnn1Cc1cc(=O)n2ccsc2n1	-0.1	-9	0.2	-12
O=C(O)c1cn(-c2ccccc2F)c2cc(Cl)c(F)cc2c1=O	-0.1	5	0.4	2
C=CCn1c(=O)c2ccccc2n2c(SCC(=O)Nc3ccc(F)c(Cl)c3)nnc12	0.4	15	-0.5	6
COc1ccccc1N1C(=O)C(Cl)=C(Nc2cccc(O)c2)C1=O	-0.1	1	0.4	12
